CF NFkB block: blocks PAF-induced NF-kB reporter in cystic fibrosis cells; hit rate 0.86% among 360,000; inhibition, % at 5 µM; KKLEB NF-kB-GFP reporter, GFP fluorescence overnight;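 active = at least 50% inhibition at 5 µM, scaled per plate between neutral and stimulator controls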;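 note: PAF is a Pseudomonas aeruginosa culture filtrate used as stimulus; plate controls were PAF-stimulated DMSO wells for no effect and unstimulated DMSO wells for full effect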
TWEAK Fn14 block: inhibitors of TWEAK-Fn14 interaction signaling. inhibition, % at 10 µM. hit rate 2% among 360,000. TWEAK-stimulated Fn14 reporter cells, luciferase luminescence, 8 h; in the data active = inhibition above about 50%
NR2E3 ag-1: agonists of human nuclear receptor NR2E3; inhibition of corepressor binding, % at 4.78 µM; AID 2300; hit rate 0.12% among 320,000; GST-NR2E3/biotin-RetCOR TR-FRET, 1536-well;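 active = percent inhibition above the cutoff of mean plus 3 SD of all tested compounds, set per screening campaign, cut at about 20% in these data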;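 note: 0% = DMSO wells and 100% = biotin wells as full block of FRET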
Target sequence (Q9Y5X4 whole entry, looked up): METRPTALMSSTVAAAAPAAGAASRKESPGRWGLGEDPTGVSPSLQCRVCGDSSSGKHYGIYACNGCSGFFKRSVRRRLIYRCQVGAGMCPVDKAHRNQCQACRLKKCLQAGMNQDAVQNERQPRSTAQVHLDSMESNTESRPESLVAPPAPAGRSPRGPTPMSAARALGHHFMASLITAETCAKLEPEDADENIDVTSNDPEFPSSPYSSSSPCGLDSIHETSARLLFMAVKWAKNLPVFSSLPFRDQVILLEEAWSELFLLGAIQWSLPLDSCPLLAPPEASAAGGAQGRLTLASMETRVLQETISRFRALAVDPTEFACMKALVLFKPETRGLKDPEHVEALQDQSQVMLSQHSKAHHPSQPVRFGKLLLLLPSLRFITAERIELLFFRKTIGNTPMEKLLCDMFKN
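Test system – NR2E3–RetCOR corepressor complex · Quantity – NR2E3 fusion 1.35 nM · Buffer or medium – Tris pH 7.5 · Incubation – Compound–protein incubation for 5 h at 4 °C · Technique – TR-FRET, Eu(K)-anti-GST donor, streptavidin-D2 acceptor, ex 340, em 617/671 nm · Evaluation – percent inhibition of 671/617 nm emission ratio versus biotin and DMSO controls · Plate – 1536-well format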
TROY signal inh: TROY signaling inhibition; Q293 LMP1-TROYcd NF-kB luciferase reporter, 4 h; inhibition, % at 10 µM; hit rate 0.98% among 360,000; AID 1347056;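 active = compounds whose plate-normalised and pattern-corrected inhibition of the luciferase reporter signal at the single screening dose is 50% or more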
MITF TRPM1 inh: inhibitors of MITF-driven TRPM1 promoter in melanoma cells | SK-MEL-5 TRPM1 promoter luciferase, 24 h | inhibition, % at 12.5 µM | hit rate 0.83% among 330,000 | AID 488899;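 active = mean inhibition across replicates of 60% or more, whatever share of single replicates reaches that level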; note: values of inactives mirror those of a sister screen read the other way
HIF-2a inh: inhibitors of HIF-2a | 786-0 RCC cells HIF-2a reporter, luciferase luminescence, overnight | inhibition, % at 18.8 µM | hit rate 0.72% among 360,000 | AID 624352;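 active = inhibition of the luminescence signal of 40% or more relative to plate controls, in a single-dose primary screen at 18.75 µM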
KKLEB cytotox: reduces viability of KKLEB cystic fibrosis airway cells; AID 602141; KKLEB CF airway cells viability, ATPlite luminescence, overnight; stronger effect = lower value; cells stimulated with P. aeruginosa culture filtrate; hit rate 0.36% among 360,000; activity change (cytotoxicity), % at 5 µM;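 active = corrected activity change at or below -50% at 5 µM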
Peg3 promoter: Peg3 promoter activity inhibition | HeLa PEG-Prom luciferase reporter, luminescence, overnight | inhibition, % at 20 µM | hit rate 1.7% among 360,000 | AID 588405;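 active = inhibition of at least 50% at 20 µM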
Shn3 3UTR inh: reduces Shn3 3'UTR luciferase signal in osteoblasts; Clone20 osteoblast Shn3 3'UTR firefly luciferase, 24 h; inhibition, % at 12.5 µM; hit rate 0.52% among 360,000;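 active = mean inhibition of at least 75% with every replicate also reaching 75%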;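 note: 0% = median of neutral control wells and 100% = pilot-screen positive control compound; some compounds past the cut are filed as inactive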
NR2E3 ag-2: activates human NR2E3 receptor. inhibition of corepressor binding, % at 3.98 µM. hit rate 0.35% among 360,000. CHO-S Gal4-NCOR/VP16-NR2E3 two-hybrid, luciferase. Q9Y5X4. AID 602229;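 active = inhibition above the mean of all tested compounds plus 3 SD, cut at about 70% in these data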;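 note: 0% = DMSO with NR2E3 transfected cells and 100% = cells lacking NR2E3 construct; higher means lower luciferase signal from less NR2E3 corepressor binding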
C8 TRAIL sens: caspase-8 TRAIL sensitization; NB7+C8 cells + TRAIL, ATPlite viability luminescence; hit rate 1% among 360,000; inhibition (viability loss, TRAIL sensitization), % at 10 µM;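 active = compounds causing at least 50% loss of cell viability in the single-dose screen, relative to plate controls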
* = called active by the depositor; . = no result given. Some of the compounds tested. The share of hits here may be higher or lower than overall.

SMILES	CF NFkB block	TWEAK Fn14 block	NR2E3 ag-1	TROY signal inh	MITF TRPM1 inh	HIF-2a inh	KKLEB cytotox	Peg3 promoter	Shn3 3UTR inh	NR2E3 ag-2	C8 TRAIL sens
Cc1nn(C)c(Cl)c1S(=O)(=O)N1CCC(CO)(CCc2ccccc2)CC1	7	2	-2	16	-11	20	-3	-5	18	-25	-6
CCCCCN(C(=O)CN(C)Cc1ccc(OC)cc1OC)c1c(N)n(CCCC)c(=O)[nH]c1=O	3	6	1	-7	1	12	-4	11	0	-6	6
O=C(O)c1ccccc1-c1ccccc1C(=O)Nc1cccc(O)c1	12	9	0	-14	1	11	8	-2	-10	-6	2
COc1ccc(C(=O)NNC(=O)C(=O)/C=C(\O)c2ccc(C)cc2)cc1	-8	16	2	5	-2	14	11	14	-9	-16	4
O=C(Nc1ccccc1C(=O)N1CCCCC1)c1ccc(Cl)cc1Cl	-2	23	5	-13	37	2	4	17	0	-34	-7
Clc1ccc(-c2ccccc2)cn1	-5	1	1	-15	-4	10	-8	-1	-11	-24	-9
Nn1c(SCC(=O)NCc2ccc3c(c2)OCO3)nnc1C(F)(F)F	-14	10	.	4	.	15	6	12	-26	-16	-2
CC(NC(=O)NC(=O)c1cccc(Cl)c1)c1ccccc1 (stereo not given)	-18	5	3	-1	14	2	8	14	39	12	1
O=C(NCC(=O)N1CCN(C(=O)c2ccco2)CC1)c1ccccc1	3	4	-1	-33	-7	-5	2	-2	7	-23	8
COC(=O)CSc1cc([N+](=O)[O-])cc2c1c(C1OCCO1)nn2-c1ccccc1	6	19	-1	-3	-7	19	-7	-17	-13	13	-2
N#Cc1ccc(OCC(=O)N/N=C/C2CC=CCC2)cc1 (stereo not given)	-4	1	0	1	-7	10	-10	11	-85	-24	1
Cc1ccc(C(=O)N[C@H](C(=O)OCC(=O)c2ccc[nH]2)C(C)C)cc1	10	9	0	1	-5	3	-2	9	8	-5	-4
COc1ccccc1Nc1nc(NCC2CCCO2)c2ccccc2n1 (stereo not given)	-18	-7	3	4	-23	-2	-12	13	41	-15	7
C=CCn1c(=S)[nH]c2cc(C(=O)Nc3ccc(F)cc3)ccc2c1=O	0	3	5	-10	-3	-52	-4	-6	7	-7	4
COc1ccc(N2CCN(c3oc(COc4ccccc4)nc3C#N)CC2)cc1	10	-37	3	-14	-11	-52	-2	-9	8	-50	21
Nc1nsc2ccccc12	-14	26	2	12	26	-8	-2	51*	-4	41	20
CCOc1ncccc1C(=O)Nc1ccc(S(=O)(=O)Nc2cc(C)nc(C)n2)cc1	3	-18	.	-6	9	7	-20	-9	-4	8	-10
CC1(C(=O)O)CCCN(C(=O)c2cccnc2Oc2ccccc2)C1 (stereo not given)	1	14	.	0	.	7	0	-9	-37	-4	-5
COc1ccc(C)cc1-n1c(SCC(=O)Nc2cc(C)on2)nc2sc(C)c(C)c2c1=O	0	9	2	-8	19	13	-11	27	12	-14	-2
Cc1ccc(S(=O)(=O)NCC(=O)OCC(=O)NCc2ccco2)cc1	0	13	.	2	6	10	13	-6	11	-6	-4
CC1CCCCC1NC(=O)C1CCN(c2c3c(nc4ncnn24)CCC3)CC1 (stereo not given)	-26	4	-1	-1	3	6	-1	-1	52	-9	6
CC(/C=N/N1CCN(c2ccccn2)CC1)=C\c1ccccc1	10	-21	-1	-36	-64	-182	-2	-241	-48	-105	-1
O=C(O)Cc1ccc(NC(=O)c2ccc(Cl)c(Cl)c2)cc1	2	20	4	26	-5	30	-4	0	-9	-27	5
Cc1cc(C)cc(NC(=O)c2ccccc2CC[N+](=O)[O-])c1	2	-5	-4	-4	11	-21	-1	0	-17	-19	-5
O=c1[nH]c(CSc2ncnc3sccc23)nc2cc(C(F)(F)F)ccc12	-11	0	1	-2	14	23	3	18	5	-2	3

Quoted at random: three entries already listed, in no set order.
SMILES	CF NFkB block	TWEAK Fn14 block	NR2E3 ag-1	TROY signal inh	MITF TRPM1 inh	HIF-2a inh	KKLEB cytotox	Peg3 promoter	Shn3 3UTR inh	NR2E3 ag-2	C8 TRAIL sens
COc1ccc(N2CCN(c3oc(COc4ccccc4)nc3C#N)CC2)cc1	10	-37	3	-14	-11	-52	-2	-9	8	-50	21
Clc1ccc(-c2ccccc2)cn1	-5	1	1	-15	-4	10	-8	-1	-11	-24	-9
Cc1cc(C)cc(NC(=O)c2ccccc2CC[N+](=O)[O-])c1	2	-5	-4	-4	11	-21	-1	0	-17	-19	-5

The results go on:
SMILES	CF NFkB block	TWEAK Fn14 block	NR2E3 ag-1	TROY signal inh	MITF TRPM1 inh	HIF-2a inh	KKLEB cytotox	Peg3 promoter	Shn3 3UTR inh	NR2E3 ag-2	C8 TRAIL sens
COCc1ccc(CN2CCc3c([nH]c4ccccc34)C2C(C)(C)C)o1 (stereo not given)	1	5	2	-5	17	19	-3	7	9	24	2
O=C(CSCc1ccccc1F)NCc1ccccc1	21	-14	-3	-55	-62	-214	-7	-223	-40	-93	-11
O=c1cc[nH]c2c1ccc1c(=O)cc[nH]c12	11	21	-1	-3	-2	-30	-19	-17	12	-37	-1
CCN(CC)C(=O)c1sc2nc(Cc3ccccc3)[nH]c(=O)c2c1C	16	-9	-2	21	-2	9	-2	-20	31	11	-3
CCCCCN(C(=O)CCC(=O)OCC(=O)NCc1ccc(OC)cc1)c1c(N)n(CCCC)c(=O)[nH]c1=O	-4	14	11	-3	2	-4	8	21	-2	-10	-8
Cn1c(C(=O)NCCc2ccccc2)cc(=O)n(C)c1=O	0	-5	0	-3	-1	17	-2	7	-5	-12	17
COC(=O)C1CCN(C(=O)c2cc(OC)c(OC)c(OC)c2)CC1	-4	27	3	4	6	13	3	0	17	-8	0
COc1ccc(-c2csc(C(C)(O)c3ccccc3)n2)cn1 (stereo not given)	24	-16	.	-33	.	-82	-3	-55	1	-6	-18
COc1cccc(NC(=S)N(CCC(C)C)C(C)c2ccncc2)c1 (stereo not given)	-13	-20	4	-8	-2	-18	-3	5	19	-12	12
Cc1sc2nc(CN3CCCC3)nc(N3CCN(S(=O)(=O)c4cccs4)CC3)c2c1C	-21	-33	-3	-10	-19	19	-6	40	-1	13	-6
COCCNC(=O)C1CCCN(S(=O)(=O)c2c(C)noc2/C=C/c2cccs2)C1 (stereo not given)	-2	-3	1	-3	19	12	20	11	-5	14	21
CCOP(=O)(OCC)C(Nc1ccccc1)c1ccccc1C(F)(F)F (stereo not given)	8	-7	-3	-7	2	13	-3	29	-10	0	13
Cc1cc(C)cc(NC(=O)c2cccc(C(=O)Nc3cc(C)cc(C)c3)n2)c1	11	-12	2	-7	15	15	-15	4	0	-16	12
O=C(Cc1ccc(S(=O)(=O)N2CCCCC2)s1)Nc1ccc(F)c(F)c1	10	5	-2	6	-12	19	-4	35	24	4	-8
O=C(N/N=C/c1ccc([N+](=O)[O-])cc1)c1ccc(COc2ccccc2-c2ccccc2)cc1	-12	3	2	-10	1	17	9	25	11	6	-1
O=C(CN1CCC(C(O)(c2ccccc2)c2ccccc2)CC1)Nc1cc(Cl)ccc1Cl	-2	-16	4	-9	1	9	-9	20	14	8	6
C[C@H]1CCCCO[C@H](CN(C)Cc2ccc(C(=O)O)cc2)[C@@H](C)CN([C@@H](C)CO)C(=O)c2cc(NS(=O)(=O)c3cn(C)cn3)ccc2O1	1	-8	.	-3	.	8	-30	8	-3	-10	-2
CN(C)C(CNC(=O)c1c(F)cccc1Cl)c1ccco1 (stereo not given)	8	11	2	-7	5	4	16	-1	2	-3	-9
O=C(NC1CCCC1)c1cc(-c2cccc(Cl)c2)on1	-18	-1	2	-23	-118	-256	2	-474	-67	-118	23
CN(CC(=O)NC1CC(C)(C)NC(C)(C)C1)S(=O)(=O)c1ccc(Br)cc1	-3	-8	2	-23	-3	5	4	8	9	-9	-20
CCOC(=O)C1=C(N)Oc2cc(C)n(C)c(=O)c2C1c1ccncc1 (stereo not given)	5	-10	0	9	-17	5	-7	10	17	-14	-15
O=C(/C=C/c1c(F)cccc1Cl)Nc1nc2ccccc2[nH]1	1	-61	3	-61	-84	-183	2	-258	-47	-12	28
Cc1c(C(=O)N2CCN(C3CCS(=O)(=O)C3)CC2)oc2ccc(Cl)cc12 (stereo not given)	11	-13	.	-9	-3	8	10	3	-6	5	-5
C=CCNC(=S)NNc1ncnc2sc3c(c12)CC(C)(C)OC3	-2	-8	-4	-29	11	1	-9	6	-16	-5	-15
Cc1cc(C)c(C)c(OCC(=O)N2CCCCCC2)c1	-4	6	-1	-2	-1	-7	-2	14	12	-30	-10
Other compounds.
SMILES	CF NFkB block	TWEAK Fn14 block	NR2E3 ag-1	TROY signal inh	MITF TRPM1 inh	HIF-2a inh	KKLEB cytotox	Peg3 promoter	Shn3 3UTR inh	NR2E3 ag-2	C8 TRAIL sens
COc1ccc(O)c(/C=N/N2CCOCC2)c1	0	-6	-2	-33	-26	-86	2	-72	8	-13	8
O=[N+]([O-])c1cc(Br)c2c(c1)CCN2	16	5	.	-16	.	-3	-4	5	-36	-9	9
CSc1ccccc1C(=O)Nc1cc([N+](=O)[O-])ccc1C	-3	7	3	-6	-3	7	9	-1	3	-28	-7
Cn1c(=O)oc2cc(S(=O)(=O)CCC(=O)N3CCN(c4ccccc4)CC3)ccc21	-5	-16	-2	-10	-8	13	2	19	-21	-2	-4
CCOC(=O)C(C)(C)Oc1ccc(Cl)cc1	-6	-30	4	-4	8	-4	28	-4	-1	-13	10
Cn1c(=O)cc(-c2ccccc2)c2ccccc21	6	1	4	-27	-10	-6	-11	0	9	5	-3
COc1ccc(F)cc1-c1nc(N)nc(N)n1	-4	11	-3	-8	0	11	-3	-8	-2	-6	4
C=CCn1c(=NC(=O)c2cc(-c3cccs3)nc3ccccc23)sc2cc(S(N)(=O)=O)ccc21	-40	39	5	-2	-2	3	-2	24	-13	-30	0
CCCCNC(=O)COC(=O)c1ccc(NS(=O)(=O)c2ccc3c(c2)OCCO3)cc1	-2	-3	0	5	18	10	1	-6	10	-12	0
COCCNc1nc2nonc2nc1N(C)Cc1cccc2cnccc12	-5	1	3	-2	4	9	-2	15	21	-19	-4
COc1ccc(OC)c(N(C(=O)c2snc(C(N)=O)c2N)C(C(=O)NCC2CCCO2)c2ccc3ncccc3c2)c1 (stereo not given)	-4	10	7	-3	25	11	-3	13	6	-2	-6
CCOc1ccccc1/C=C/c1onc(C)c1S(=O)(=O)N1CCC(C(=O)NC(C)C)CC1	-18	21	-1	0	4	14	-2	33	9	4	25
CC(C)N1C(=O)CCN(C=O)c2ccccc21	0	-25	0	-31	-10	13	5	17	-9	-1	3
CC(=O)CCS(=O)(=O)c1ccc(C)c(C)c1	20	9	2	8	12	17	-4	5	0	-8	21
COc1cc(/C=C(\C#N)c2nc3ccc(C)cc3[nH]2)c([N+](=O)[O-])cc1OC	-16	-11	5	-16	-18	4	5	15	-4	12	43
Cc1cc(=O)[nH]c2c1c(C)nn2-c1ccccc1	0	1	1	-4	1	-2	-4	10	2	-7	-1
Cc1cc(C)nc(SCc2nc3ccccc3n2C)n1	3	4	-4	-7	-24	-74	3	-67	-18	-34	8
